Screens (PubChem BioAssay)
HIF-2a block: HIF-2a reporter inhibitors, primary screen, luminescence, 786-0 RCC cells; 786-0 RCC cells HIF-2a reporter, luciferase luminescence, overnight; AID 624352, 2012; inhibition, % at 18.8 µM; 0.72% of 360,000 active;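 active means inhibition of the luminescence signal of 40% or more relative to plate controls, in a single-dose primary screen at 18.75 µM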
CF NFkB block: inhibitors of PAF-induced NF-kB signaling, primary screen, cell-based, GFP fluorescence, uHTS; KKLEB NF-kB-GFP reporter, GFP fluorescence overnight; inhibition, % at 5 µM; 0.86% of 360,000 active; AID 588850, 2011;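 active means at least 50% inhibition at 5 µM, scaled per plate between neutral and stimulator controls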;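 further: PAF is a Pseudomonas aeruginosa culture filtrate used as stimulus; plate controls were PAF-stimulated DMSO wells for no effect and unstimulated DMSO wells for full effect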
NR2E3 ag-1: inhibitors of NR2E3-RetCOR corepressor binding, primary screen, NR2E3 agonist project, biochemical, TR-FRET, GST-NR2E3, biotin-RetCOR; 0.12% of 320,000 active; AID 2300, 2010; inhibition of corepressor binding, % at 4.78 µM; 1536-well;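 active means percent inhibition above the cutoff of mean plus 3 SD of all tested compounds, set per screening campaign, cut at about 20% in these data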;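 further: 0% = DMSO wells and 100% = biotin wells as full block of FRET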
Target sequence (Q9Y5X4 whole entry, looked up): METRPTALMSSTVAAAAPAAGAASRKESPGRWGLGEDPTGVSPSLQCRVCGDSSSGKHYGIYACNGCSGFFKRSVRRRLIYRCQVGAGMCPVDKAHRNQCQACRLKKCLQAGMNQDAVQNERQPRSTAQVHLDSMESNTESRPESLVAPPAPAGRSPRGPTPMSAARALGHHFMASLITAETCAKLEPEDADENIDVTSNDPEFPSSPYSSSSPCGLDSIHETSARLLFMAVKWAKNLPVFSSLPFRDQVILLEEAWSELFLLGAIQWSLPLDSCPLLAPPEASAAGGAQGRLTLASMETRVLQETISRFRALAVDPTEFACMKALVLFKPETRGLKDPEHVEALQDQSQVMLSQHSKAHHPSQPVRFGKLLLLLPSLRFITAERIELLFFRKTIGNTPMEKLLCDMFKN
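Material: NR2E3–RetCOR corepressor complex / Incubation: Compound–protein incubation for 5 h at 4 °C / Dosing: compound at 4.8 µM, single dose / Detection: time-resolved FRET / Benchmarks: high control biotin, low control 0.6% DMSO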
Peg3 promoter: Peg3 promoter-driven luciferase inhibitors, primary screen, cell-based, HeLa, luciferase luminescence; HeLa PEG-Prom luciferase reporter, overnight; inhibition, % at 20 µM; 1.7% of 360,000 active; AID 588405, 2011;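 active means inhibition of at least 50% at 20 µM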
Vif inh: HIV Vif self-association inhibitors, primary screen, imaging, HEK293T, single point | HEK293T cells, Vif self-association by quenched fluorescence, 24 h | inhibition, % at 7.49 µM | 0.35% of 340,000 active | AID 602346, 2012; in the data active means inhibition above about 50%, passing the limit was not always enough; further: some results filed as inactive read as strong as hits
CaV13 FRET inh: Disruptors of the CACNA1D IQ motif to Ca2+-dependent inactivation inhibitor domain association, primary screening, Förster resonance energy transfer in intact living …; HEK cells, CFP/YFP FRET ICDI-IQ, plate reader, 10 min; percent FRET-ratio fall versus neutral wells; inhibition, % at 12.3 µM; 0.098% of 340,000 active; AID 743397;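 active means mean replicate inhibition of at least 30% and at least 1% of replicates passing that level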;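 further: 0% = median of the neutral control wells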
KKLEB tox: cytotoxicity in KKLEB CF airway cells, primary screen, cytotoxicity control for CF NF-kB inhibitor project, cell-based, uHTS, fluorescence assay plates; activity change (cytotoxicity), % at 5 µM; KKLEB CF airway cells viability, ATPlite luminescence, overnight; active compounds read low; cells stimulated with P. aeruginosa culture filtrate; 0.36% of 360,000 active;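 active means corrected activity change at or below -50% at 5 µM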
TRPM1 prom inh: inhibitors of MITF-dependent TRPM1 promoter reporter, primary screen, cell-based, SK-MEL-5, single point, luciferase; SK-MEL-5 TRPM1 promoter luciferase, 24 h; inhibition, % at 12.5 µM; 0.83% of 330,000 active; AID 488899, 2010;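 active means mean inhibition across replicates of 60% or more, whatever share of single replicates reaches that level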; further: values of inactives mirror those of a sister screen read the other way
NR2E3 ag-2: NR2E3 agonists in two-hybrid cells, primary screen, cell-based, luminescence, CHO-S, Gal4-NCOR/VP16-NR2E3 | AID 602229, 2012 | inhibition of corepressor binding, % at 3.98 µM | 0.35% of 360,000 active | luciferase;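 active means inhibition above the mean of all tested compounds plus 3 SD, cut at about 70% in these data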;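 further: 0% = DMSO with NR2E3 transfected cells and 100% = cells lacking NR2E3 construct; higher means lower luciferase signal from less NR2E3 corepressor binding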
Shn3 3UTR inh: reduction of Shn3 3'UTR firefly luciferase signal, primary screen, Schnurri-3 inhibitor project, cell-based, Clone20 osteoblasts, set 2; 0.52% of 360,000 active; Clone20 osteoblast Shn3 3'UTR firefly luciferase, 24 h; AID 588674, 2011; inhibition, % at 12.5 µM;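 active means mean inhibition of at least 75% with every replicate also reaching 75%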;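 further: 0% = median of neutral control wells and 100% = pilot-screen positive control compound; some compounds past the cut are filed as inactive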
PDI inh: inhibitors of human PDI, primary screen, biochemical, turbidity, single point, plate reader. Protein disulfide-isomerase (Homo sapiens), P07237. 0.052% of 350,000 active. PDI insulin aggregation turbidity, A650, 90 min. inhibition, % at 10 µM;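 active means mean inhibition across replicates of 30% or more, whatever share of single replicates reach that level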;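 further: absorbance from insulin aggregation driven by PDI reduction with DTT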
Target sequence (P07237 whole entry, looked up): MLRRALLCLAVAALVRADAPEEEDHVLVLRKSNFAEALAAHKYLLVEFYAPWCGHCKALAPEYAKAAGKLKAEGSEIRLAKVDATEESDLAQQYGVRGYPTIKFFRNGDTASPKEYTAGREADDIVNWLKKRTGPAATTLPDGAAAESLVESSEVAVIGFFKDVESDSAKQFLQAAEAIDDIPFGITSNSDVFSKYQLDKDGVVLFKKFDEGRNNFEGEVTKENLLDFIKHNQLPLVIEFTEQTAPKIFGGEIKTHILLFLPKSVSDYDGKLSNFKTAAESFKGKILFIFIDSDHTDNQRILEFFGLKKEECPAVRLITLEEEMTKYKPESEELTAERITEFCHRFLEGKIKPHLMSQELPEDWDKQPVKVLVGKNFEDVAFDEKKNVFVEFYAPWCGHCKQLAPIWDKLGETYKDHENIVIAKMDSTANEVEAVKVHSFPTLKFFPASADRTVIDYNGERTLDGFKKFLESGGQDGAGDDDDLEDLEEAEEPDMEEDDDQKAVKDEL
* = called active by the depositor; · = no result given; & = joins results of further samples.

SMILES	HIF-2a block	CF NFkB block	NR2E3 ag-1	Peg3 promoter	Vif inh	CaV13 FRET inh	KKLEB tox	TRPM1 prom inh	NR2E3 ag-2	Shn3 3UTR inh	PDI inh
O=C(CCNc1n[nH]c(=O)[nH]c1=O)N/N=C\c1cccc(OCc2ccccc2)c1	-19	-1	-7	5	-6	0	13	-11	-43	-20	9
COc1cccc(C(=O)NCCN2CCOCC2)c1	3	-5	1	12	18	-7	8	-17	8	-14	1
CC(=O)Oc1ccc2nc(/C=C/c3ccc(C=O)cc3)oc(=O)c2c1	18	1	0	10	0	-3	-2	-10	-14	-43	6
Cc1cc(Oc2cc(N)cc([N+](=O)[O-])c2)ccc1Cl	18	-5	0	25	-4	-5	-5	1	6	-13	-6
CC(C)CC(=O)N=C1SC2CS(=O)(=O)CC2N1CCc1ccccc1 (configuration not stated)	9	-25	0	19	-13	-5	0	-2	18	17	-6
COC(=O)C1C(c2ccc(Cl)cc2)NC(c2ccc(Cl)cc2)C(C(=O)OC)S1(=O)=O (configuration not stated)	5	-7	0	10	6	-8	5	-5	-16	1	-7
O=[N+]([O-])c1cccc(-c2cc(-c3cc(Br)ccc3O)[nH]n2)c1	-185	40	7	-73	24	-4	2	-4	-35	15	1
Cc1cc(C)cc(NC(=O)CN(Cc2ccccc2)S(C)(=O)=O)c1	7	3	-2	18	-3	-5	-7	6	-11	-6	-2
Fc1ccc(-c2csc(-c3ccccn3)n2)cc1F	-215	-19	0	-188	-6	3	-12	-16	-68	-95	-1
COCCSc1ncnc2c1oc1nc3c(cc12)COC(C)(C)C3	-91	11	-4	-45	-8	-6	1	-42	-61	-28	8
CC1=C(C(=O)N(C)C)C(c2ccc(N3CCOCC3)cc2)NC(=O)N1 (configuration not stated)	4	22	0	0	10	-1	15	-6	-12	8	-1
CCOC(=O)Cc1csc(NC(=O)NC2(C(F)(F)F)Oc3cc(Cl)c(Cl)cc3O2)n1	17	-10	0	41	15	0	5	11	6	45	-5
Cc1cccc(-c2nnc(SCC(=O)NCc3ccc4c(c3)OCO4)n2C)c1	14	-1	0	2	-1	·	1	12	-21	2	-2
COc1ccc(Cc2c(-c3ccccc3)nc3c(C)cc(Br)cn23)c(C)c1	-7	31	·	16	·	-11	-9	·	-5	-1	·
CCCCc1nc2ccccc2c(NC(=O)CNC(C)(C)C)c1CCC	7	7	3	17	-1	-4	1	13	-23	4	-7
CC(C)C[C@H](NC(=O)c1nc[nH]c1C(=O)NCC(=O)OCc1ccccc1)C(=O)OC(C)(C)C	6	-7	3	12	-1	21	1	-2	-25	20	-1
O=C(N/C(=C/c1cccs1)c1nc2ccccc2[nH]1)c1ccccc1	-14	-8	-5	5	-11	-6	-3	-7	12	-4	8
CCOc1cccc2cc(C(=O)NCc3ccc(OC)cc3)c(=N)oc12	12	-29	1	24	·	-3	-8	17	4	-17	-9
C=CCn1c(C)c(C(C)=O)c(N2CCN(c3ccccc3)CC2)nc1=S	-68	47	-3	-75	41	-6	-43	-16	-6	1	8
Cc1cccc(Nc2nnc(SC/C(O)=C(\C#N)c3nc4ccccc4[nH]3)s2)c1	-68	-24	0	10	-1	-6	14	0	-19	-10	-4
CCOc1cccc(OCCNC2CCCC2)c1	3	1	0	6	-2	-6	2	2	13	4	-4
CCCS(=O)(=O)c1nc(S(=O)(=O)c2ccc(C)cc2)c(N2CCCCC2)s1	9	12	·	36	0	-4	-14	·	25	-14	-2
Cc1ccc(C(=O)NCC(C)(C)O)cc1	10	-10	-4	8	1	-4	14	-6	-14	-16	-4
Cc1noc(C)c1C(=O)OCC(=O)NC1CCCCC1C (configuration not stated)	-2	10	·	-17	5	-6	-2	1	4	3	7
COc1cccc(N2CC(O)=C(c3nc4ccccc4c(=O)[nH]3)C2=N)c1	-140	-13	3	-102	12	·	-9	5	-49	-1	-3
(listing goes on)
SMILES	HIF-2a block	CF NFkB block	NR2E3 ag-1	Peg3 promoter	Vif inh	CaV13 FRET inh	KKLEB tox	TRPM1 prom inh	NR2E3 ag-2	Shn3 3UTR inh	PDI inh
O=C(COC(=O)/C=C/c1cccc(Cl)c1)NCCc1ccc(Cl)cc1Cl	11	-11	3	-6	-3	-3	16	-3	12	0	13
CCOc1ncccc1C(=O)N1CCN(S(=O)(=O)c2cccs2)CC1	9	-10	-1	16	8	-2	-1	2	0	-31	-14
O=C(Nc1ccc(S(=O)(=O)Nc2nccs2)cc1)c1ccc(N2C(=O)c3ccccc3C2=O)cc1	10	4	-5	0	8	-5	-4	7	1	-1	-1
COc1ccc(C2C3=C(CCCC3=O)NC3=C2C(=O)c2ccccc23)cc1 (configuration not stated)	19	-18	-4	23	-6	-12	0	·	-8	-26	9
Cc1ccccc1C(=O)N1CCC(C(=O)Nc2ccc(F)cc2)CC1	9	-18	-1	16	3	-4	14	5	2	0	3
CCOc1ncccc1C(=O)Nc1cccc(-c2nnc3n2CCCCC3)c1	22	-6	1	4	-3	0	0	6	8	-27	7
CCCCC(=O)Nc1ccc(C(=O)Nc2cc(C(F)(F)F)ccc2Cl)cc1	7	2	-2	22	-2	-18	-15	13	-1	3	-16
Cc1c(C(=O)N(Cc2ccccc2)Cc2cccnc2)cnn1-c1ccc(F)cc1	19	4	5	11	-9	-3	-7	18	0	-4	3
C[C@@H]1CN([C@@H](C)CO)S(=O)(=O)c2ccc(-c3ccccc3)cc2O[C@@H]1CN(C)Cc1ccccc1C(=O)O	4	4	·	-3	0	-5	-2	·	-11	-23	-2
CCc1nn(C(C)C(=O)NCc2cccc(Cl)c2)c(=O)c2cc3occc3n12 (configuration not stated)	19	2	1	17	-3	-3	-12	0	7	-4	6
C/C(=N\NC(=O)Cc1cccc2ccccc12)c1ccncc1	14	8	-1	20	1	-9	-8	-5	9	14	-7
CCc1ccc(OCc2nnc(NC(=O)c3cccs3)s2)cc1	15	1	1	8	-10	-4	4	20	-17	10	-11
COc1cc(Cl)ccc1NC(=S)N(CCN1CCOCC1)C1CCN(C(C)=O)CC1	11	-1	0	13	0	-2	1	2	0	8	2
O=C1SC(SC(=Nc2ccccc2)Nc2ccccc2)C(=O)N1c1ccccc1 (configuration not stated)	-190&-108	1&-4	3	-165&-110	-4&-4	-6	9&16	-36&-33	-125&-150	-5&-11	0&-3
Cc1ccc(C(=O)/C=C/Nc2ccc3c(c2)OCO3)cc1	-196	-20	1	-91	-3	-1	-17	-33	-84	-16	-8
CCCc1nnc(SCC(=O)Nc2nc(C)cs2)n1CCOC	-25	15	4	-20	8	-7	11	-9	-33	-14	-10
COc1ccc2sc(SCCCS(=O)(=O)O)[n+](CCCS(=O)(=O)[O-])c2c1	8	3	-4	26	-2	-5	-7	9	14	4	8
O=C(CCl)NC(Cc1ccccc1)C(=O)OCC(=O)c1ccc(-c2ccccc2)cc1 (configuration not stated)	-5	-11	·	-1	-7	-7	-2	-7	-6	-23	26
Cc1cc(C(=O)OCC(=O)Nc2cc(S(=O)(=O)N3CCOCC3)ccc2Cl)c(C)o1	14	-7	3	23	-3	·	-2	-3	-8	9	-6
Cc1nc2ccccc2n1CC(O)COc1ccc(Br)cc1 (configuration not stated)	10	-6	-1	1	-14	-5	2	4	9	64	-1
Nc1cc(=O)[nH]c(=O)n1CCc1ccccc1	11	2	1	5	16	-20	-8	11	-23	-9	-8
Cc1ccc(S(=O)(=O)N2CC[C@@H]2C(=O)O)cc1	18	-24	0	8	7	-20	11	·	5	1	-34
Cc1csc(C(C#N)C(=O)c2cc3ccccc3o2)n1 (configuration not stated)	-281	12	2	-208	-10	-6	5	-56	-121	-77	1
COc1ccccc1N1C(=O)CSC1=NC(=O)c1ccccc1	-26	-23	-6	-80	-1	-19	8	-5	-24	-11	0
O=C(OCc1nnc(-c2ccccc2)o1)c1cc(=O)c2ccccc2o1	-80	3	0	-71	3	-5	-14	-10	-36	-26	2

3 of the entries above in order of the Vif inh value, lowest first:
SMILES,Vif inh
O=C(CCNc1n[nH]c(=O)[nH]c1=O)N/N=C\c1cccc(OCc2ccccc2)c1,-6
CCc1nn(C(C)C(=O)NCc2cccc(Cl)c2)c(=O)c2cc3occc3n12 (configuration not stated),-3
CCOc1ncccc1C(=O)N1CCN(S(=O)(=O)c2cccs2)CC1,8

(cont.)
SMILES	HIF-2a block	CF NFkB block	NR2E3 ag-1	Peg3 promoter	Vif inh	CaV13 FRET inh	KKLEB tox	TRPM1 prom inh	NR2E3 ag-2	Shn3 3UTR inh	PDI inh
CCCCN1C(=O)CCC(C(=O)O)C1c1ccc([N+](=O)[O-])cc1 (configuration not stated)	16	-16	-1	-31	-12	-6	8	-4	-18	-5	11
COc1ccc(NC(=O)c2cc(N3C(=O)C4C5CCC(C5)C4C3=O)ccc2Cl)c(OC)c1 (configuration not stated)	9	3	2	6	-2	-2	-20	5	11	12	-3
O=C(NCCCN1CCOCC1)c1ccccc1-c1ccccc1	13	7	2	7	3	-4	4	-3	16	-6	-7
CC(=O)c1c(C)[nH]c(C(=O)N2CCCC(C)C2)c1C (configuration not stated)	2	6	-2	-2	-13	-18	5	-2	-21	-1	0
COc1ccc(C(=O)N(CC2CCCO2)C(C(=O)NC2CCCC2)c2ccc(Cl)cc2)cc1OC (configuration not stated)	8	-12	-1	14	2	-9	-4	8	-14	5	-2
COc1ccc(CCNC(=O)c2ccc(CS(=O)(=O)Cc3ccc(C)cc3)o2)cc1OC	10	-4	·	16	0	-9	-11	·	5	30	-1
COc1cccc(-c2sc3ccc(OC)cc3c2-c2ccc(OCCN(C)C)cc2)c1	-5	38	·	100*	9	19	-20	19	8	-4	4
O=C(O)c1ccc(F)c(S(=O)(=O)Nc2ccccc2Cl)c1	12	20	-1	-2	-1	-7	-19	12	3	-24	-16
O=C(Nc1nnc(C2CC2)s1)c1cc(S(=O)(=O)N2CCN(c3ccccc3)CC2)ccc1Cl	6	2	-1	7	-5	-6	3	-5	-20	-4	2
Cc1ccc(C)c(Cn2nc(-c3ccccc3)ccc2=O)c1	18	-6	-1	49	-1	-4	-2	8	9	2	-2
CCCCCC(=O)Nc1ccc2ccccc2c1	-238	5	-2	-229	-2	-4	0	-41	-95	-3	-7
Cc1cc(OCC(=O)NCc2ccncc2)c2c(C)cc(=O)oc2c1	1	-4	0	14	-5	-14	-5	11	11	4	-5
c1ccc2nc(N3CCCC3)c(N3CCCCC3)nc2c1	21	24	·	17	15	-6	-12	2	-11	0	-3
Cc1ccc(OCC(=O)Nc2ccccc2C(=O)NC2CC2)cc1	6	-2	-4	-5	-1	-2	-1	-13	-4	0	15
